PI5P4K alpha inh: PI5P4K alpha (human) kinase inhibition | PI5P4Kalpha enzyme, ADP-Glo luminescence, 60 min; active compounds read low | max response, % | 330,000 compounds, 1.2% hits; active = max response of -50% or lower; note: value at the top dose of about 77 µM; % is set by controls: 0 for no effect and ±100 for the full control effect
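Human PI5P4Kalpha with substrate in 0.038 M HEPES pH 7.4, 0.28 mM EGTA, 0.1% CHAPS, 5% DMSO; reaction started with 5 microM ATP (final), 60 min at room temperature. ADP formed read by ADP-Glo luminescence.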
EPAC1 agonist: activates human EPAC1 exchange factor | Potency, µM (doses to about 154 µM), inactives show at the highest dose activation, hits mostly activators | 360,000 compounds, 0.073% hits | EPAC1 agonist qHTS, biochemical assay; response scale: 100% = response to 6.5 mM cAMP; note: potency is the fitted concentration of half-maximal effect; nearly all actives have a fitted effect of over 60% in size
Target sequence (O95398 whole entry, looked up): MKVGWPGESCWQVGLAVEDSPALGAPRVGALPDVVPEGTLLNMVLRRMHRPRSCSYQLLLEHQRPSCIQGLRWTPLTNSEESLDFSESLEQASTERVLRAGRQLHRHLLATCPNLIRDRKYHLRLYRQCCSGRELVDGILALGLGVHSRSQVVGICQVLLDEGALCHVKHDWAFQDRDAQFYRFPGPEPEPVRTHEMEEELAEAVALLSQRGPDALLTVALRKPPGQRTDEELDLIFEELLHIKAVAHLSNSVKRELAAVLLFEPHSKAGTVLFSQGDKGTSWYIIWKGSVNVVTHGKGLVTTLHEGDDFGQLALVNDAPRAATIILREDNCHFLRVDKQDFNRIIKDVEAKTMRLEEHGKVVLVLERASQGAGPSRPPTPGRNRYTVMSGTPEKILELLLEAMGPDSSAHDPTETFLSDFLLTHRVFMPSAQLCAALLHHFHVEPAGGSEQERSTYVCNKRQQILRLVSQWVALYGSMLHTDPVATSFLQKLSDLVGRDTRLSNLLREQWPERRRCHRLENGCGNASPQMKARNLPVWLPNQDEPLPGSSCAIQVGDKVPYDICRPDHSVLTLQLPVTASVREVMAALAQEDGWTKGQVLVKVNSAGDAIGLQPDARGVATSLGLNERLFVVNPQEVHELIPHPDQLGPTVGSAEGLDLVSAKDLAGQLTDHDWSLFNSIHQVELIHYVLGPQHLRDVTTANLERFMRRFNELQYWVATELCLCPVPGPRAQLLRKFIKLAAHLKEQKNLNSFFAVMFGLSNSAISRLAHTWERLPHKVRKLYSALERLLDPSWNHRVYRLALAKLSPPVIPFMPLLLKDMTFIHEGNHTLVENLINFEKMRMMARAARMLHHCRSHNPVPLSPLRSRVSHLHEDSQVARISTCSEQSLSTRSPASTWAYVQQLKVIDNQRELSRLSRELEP
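Normalized to 6.5 mM cAMP, activity reflects EPAC1-catalysed release of BODIPY-GDP from Rap1B, followed kinetically over 30 min at 480 nm excitation, 540 nm emission. Reaction contained 100 nM EPAC1, 250 nM Rap1B-BODIPY-GDP, 50 uM GDP.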
MmCpn inh: inhibitors of Methanococcus maripaludis chaperonin (MmCpn); purified Mm-Cpn ATPase, ADP Transcreener TR-FRET; Potency, µM (highest dose often 76.9 µM), for the others: at the top dose activity, negative = inhibition, usual class: inhibitors; AID 504842; 330,000 compounds, 0.031% hits; note: potency is the fitted concentration of half-maximal effect; % is set by controls: 0 for no effect and ±100 for the full control effect; nearly all actives have a fitted effect of over 80% in size
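Measured: ADP formation by purified Mm-CPN. Conditions: 25 nM protein, 10 uM ATP, Tris pH 7.4 with Mg2+, K+ and DTT, 37°C for 30 min. Detection: Transcreener HTRF after 30 min at room temperature.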
PLK1 PBD inh: inhibitors of human PLK1 polo-box domain binding. Potency, µM, inactives show max response, negative = inhibition, usual class: inhibitors. 360,000 compounds, 2.8% hits. P53350. AID 720504. Plk1 PBD binding of FITC phosphopeptide, fluorescence polarization; note: potency is the fitted concentration of half-maximal effect; series mostly up to about 57 µM; % is set by controls: 0 for no effect and ±100 for the full control effect; nearly all actives have a fitted effect of over 65% in size
CCT modulator: cytosolic chaperonin activity modulation | 360,000 compounds, 0.3% hits | AID 651819 | purified chaperonin ATPase assay, HTRF ADP detection, 30 min | activity change, % (no concentration beside the values), hits read low; in the data active = activity change below about -30%; note: % is set by controls: 0 for no effect and ±100 for the full control effect
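TRiC (40 or 20 nM final, by batch activity) in 30 mM Tris pH 7.4, 100 mM KCl, 5 mM MgCl2, 1 mM DTT was treated with compound at 76 uM single dose, then 10 uM ATP, 30 min at 37 °C. ADP was read by HTRF Transcreener.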
EPAC1 antag: blocks human EPAC1 exchange factor. EPAC1 GEF assay, Rap1b-BODIPY-GDP exchange fluorescence. Potency, µM (highest dose often 115 µM), for inactives: top-dose activity change, negative = inhibition, most hits filed as inhibitors. 360,000 compounds, 0.14% hits. AID 720709;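 note: potency is the fitted concentration of half-maximal effect; plate controls were vehicle for no effect and positive control for full effect; nearly all actives have a fitted effect of over 50% in size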
WRN helicase inh: inhibitors of human WRN helicase; Q14191; WRN helicase unwinding, fluorescent forked duplex, kinetic; Potency, µM (doses to about 114 µM), for inactives: at the top dose activity change, negative = inhibition, most hits filed as inhibitors; 360,000 compounds, 0.46% hits; AID 651768; note: potency is the fitted concentration of half-maximal effect; % is set by controls: 0 for no effect and ±100 for the full control effect; nearly all actives have a fitted effect of over 55% in size
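Screening of the MLSMR collection measured strand separation of a quenched forked DNA duplex (100 nM) by 20 nM WRN with 2 mM ATP, all final. Compounds were preincubated with enzyme 15 min at room temperature.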
EPAC2 antag: EPAC2 (human) antagonism | Q8WZA2 | EPAC2 GEF exchange of Rap1B-BODIPY-GDP, fluorescence | Potency, µM (titrated, usually from 114 µM), for inactives: at the highest dose activity, negative = inhibition, usual class: inhibitors | 360,000 compounds, 0.18% hits | AID 720708; note: potency is the fitted concentration of half-maximal effect; % is set by controls: 0 for no effect and ±100 for the full control effect; nearly all actives have a fitted effect of over 45% in size; many of its hits are not listed in these tables
Numbers without * were called inactive; / = not tested or not shown; [ ] = remark or other dose. Unless noted, calls come from the whole dose curve; as a rule, active = well fitted curve in the direction sought with a large enough effect; inconclusive = small, poorly fitted or top-dose-only effect, or another doubt; inactive = no such curve, though single readings can be large; an effect the other way counts as inactive or inconclusive. These rows are one share of the data (hit frequency here may not be typical).

Under each structure: CCT modulator, PI5P4K alpha inh, PLK1 PBD inh, EPAC2 antag, MmCpn inh, WRN helicase inh, EPAC1 antag, EPAC1 agonist
(1) O=C(NN1C(=O)NC2(CCCCC2)C1=O)c1ccc(-c2ccc(Cl)cc2)o1
    -4.2, -2, -7%, -3%, -10%, 8%, -12%, 16%
(2) CCCNC(=O)CSc1nc2ccc(OCC)cc2s1
    1.5, 8, 1%, -13%, 0%, 1%, -2%, -9%
(3) O=S(=O)(c1ccccc1C(F)(F)F)N1CCC(n2cnc3ccccc32)CC1
    1.0, 2, 0%, 2%, 2%, 3%, -12%, -7%
(4) O=C(CSc1nc(O)c(C2CCCCC2)c(=O)[nH]1)NCC1CCCO1 (centres undefined)
    -0.7, 0, -6%, -3%, -5%, -8%, -3%, -2%
(5) CCOC(=O)C1(CCc2ccccc2)CCN(C(=O)CCn2cncn2)CC1
    0.2, 4, 8%, -12%, -1%, -5%, 6%, 1%
(6) O=C(CN(Cc1ccco1)C(=O)CNS(=O)(=O)c1ccc(Cl)cc1)NCC1CCCO1 (centres undefined)
    0.5, -5, -2%, 5%, 0%, -12%, 1%, -8%
(7) C#CCN(C[C@@H]1[C@@H](OC(=O)NCC2CCCCC2)[C@@H](OC(=O)NCC2CCCCC2)Cn2c(=O)ccc(=O)n21)S(=O)(=O)c1ccc(C)cc1
    -2.6, -1, -23%, 1%, /, -15%, -7%, -14%
(8) Cc1ccc(S(=O)(=O)N2CCN(CC(=O)Nc3ccc([N+](=O)[O-])cc3)CC2)cc1C
    -0.8, 0, 3%, -12%, 0%, -6%, -2%, 9%
(9) Cc1cc(N2CCN(C(=O)Oc3ccc([N+](=O)[O-])cc3)CC2)c2ccccc2n1
    0.4, 0, -6%, -3%, /, -6%, -15%, 3%
(10) Cc1ccc(NC(=O)COC(=O)CN2CCSC2=O)cc1Cl
    -0.2, 2, 3%, 1%, /, 0%, 11%, 0%
(11) CCCCCOC(=O)C1=C(C)NC(=O)NC1c1ccc2c(c1)OCO2 (centres undefined)
    0.6, -7, -4%, -8%, -2%, 3%, 9%, 1%
(12) Cc1cc(C)cc(N=C2NC(=O)/C(=C/c3cccs3)S2)c1
    -0.5, -4, -13%, -3%[57.1 µM], 0%, -6%, -10%, -4%
(13) CCn1c(=O)cc(OCC(=O)Nc2cc(C)ccn2)c2ccccc21
    0.3, /, -2%, 4%, 0%, 7%, 1%, -2%
(14) COc1ccc(N2C(=O)C3CCCN3C2c2ccc(Cl)cc2)cc1 (centres undefined)
    -1.0, 0, -2%, 7%, -6%, 1%, -14%, 7%
(15) CCCCCCc1ccc(OCC(=O)O)cc1OCC(=O)O
    -1.4, -4, -11%, -2%, 1%, -8%, 1%, 3%
(16) COc1ccc2c(c1)CC1c3c(cc4c(c3-2)OCO4)CC[N+]1(C)[O-] (centres undefined)
    -3.3, -11, -7%, 7%, 0%, 8%, 0%, -1%
(17) CSc1ccccc1C(=O)Nc1ncc(C)s1
    -1.9, -5, -2%, 11%, 0%, 10%, 16%, -10%
(18) O=c1[nH]c(CSc2nnnn2-c2ccc(Cl)cc2)nc2ccccc12
    -0.1, 2, 2%, -10%, 0%, -1%, -6%, 9%
(19) CC1=CC(C)(C)n2c(O)c(N=NC(N)=S)c3cc(C)cc1c32
    0.2, 1, -4%, 13%, -3%, -8%, 1%, 4%
(20) Cc1cc(C(=O)CSc2nnc(-c3ccccc3F)o2)c(C)n1Cc1cccs1
    -0.7, -10, -11%, 3%, -4%, -7%, 7%, 7%

In a second layout: results already given
12. Cc1cc(C)cc(N=C2NC(=O)/C(=C/c3cccs3)S2)c1
  CCT modulator: -0.5	PI5P4K alpha inh: -4	PLK1 PBD inh: -13%	EPAC2 antag: -3%[57.1 µM]	MmCpn inh: 0%	WRN helicase inh: -6%	EPAC1 antag: -10%	EPAC1 agonist: -4%

13. CCn1c(=O)cc(OCC(=O)Nc2cc(C)ccn2)c2ccccc21
  CCT modulator: 0.3	PI5P4K alpha inh: /	PLK1 PBD inh: -2%	EPAC2 antag: 4%	MmCpn inh: 0%	WRN helicase inh: 7%	EPAC1 antag: 1%	EPAC1 agonist: -2%

Next section.
Under each structure: CCT modulator, PI5P4K alpha inh, PLK1 PBD inh, EPAC2 antag, MmCpn inh, WRN helicase inh, EPAC1 antag, EPAC1 agonist
(21) CC1CCN(c2nc(-c3ccc(F)cc3)cc(C(F)(F)F)n2)CC1
    -1.4, 18, -2%, 3%, 0%, 3%, 0%, 0%
(22) CCCc1nc2ccccc2c(C(=O)OCC(=O)NC2CC2)c1CC
    0.0, 1, 1%, -2%, 0%, -8%, 0%, 9%
(23) CC1(C(=O)NS(=O)(=O)c2ccccc2)CCN1C(=O)Cc1ccc(-c2ccccc2)cc1 (centres undefined)
    -2.3, -2, -5%, 4%, /, 1%, 5%, -19%
(24) COC(=O)c1cc(Cl)c(NC(=O)/C=C/c2ccc(OC)cc2)cc1OC
    -2.4, 1, -6%, 6%, 0%, -7%, 9%, 6%
(25) COc1ccc(CCN(C)Cc2ccc(C(=O)Nc3ccccc3)cc2)cc1OC
    1.6, 5, -1%, 3%, -2%, -2%, 1%, 2%
(26) COc1ccc(CN=C(Nc2ccccc2)SC2CC(=O)NC2=O)cc1 (centres undefined)
    -22, -1, -11%, -12%, -9%, 4%, -14%, 5%
(27) Cc1ccc(C)c(NC(=O)CSc2nc(N)c(NC(=O)c3cccs3)c(=O)[nH]2)c1
    -1.9, -5, -13%, 3%, 1%, 6%, -6%, 15%
(28) Cc1oc(-c2ccc(Cl)cc2)nc1CN1CCC(C(=O)N2CCN(Cc3ccccc3)CC2)CC1
    0.1, 0, -1%, 4%, -1%, 3%, -1%, -16%

By substructure: the entries above with an aryl thioether with sulfur outside any ring (6)
Under each structure: CCT modulator, PI5P4K alpha inh, PLK1 PBD inh, EPAC2 antag, MmCpn inh, WRN helicase inh, EPAC1 antag, EPAC1 agonist
(2) CCCNC(=O)CSc1nc2ccc(OCC)cc2s1
    1.5, 8, 1%, -13%, 0%, 1%, -2%, -9%
(4) O=C(CSc1nc(O)c(C2CCCCC2)c(=O)[nH]1)NCC1CCCO1 (centres undefined)
    -0.7, 0, -6%, -3%, -5%, -8%, -3%, -2%
(17) CSc1ccccc1C(=O)Nc1ncc(C)s1
    -1.9, -5, -2%, 11%, 0%, 10%, 16%, -10%
(18) O=c1[nH]c(CSc2nnnn2-c2ccc(Cl)cc2)nc2ccccc12
    -0.1, 2, 2%, -10%, 0%, -1%, -6%, 9%
(20) Cc1cc(C(=O)CSc2nnc(-c3ccccc3F)o2)c(C)n1Cc1cccs1
    -0.7, -10, -11%, 3%, -4%, -7%, 7%, 7%
(27) Cc1ccc(C)c(NC(=O)CSc2nc(N)c(NC(=O)c3cccs3)c(=O)[nH]2)c1
    -1.9, -5, -13%, 3%, 1%, 6%, -6%, 15%

Screening data (PubChem BioAssay)
